Bioassay records deposited in PubChem BioAssay by National Center for Advancing Translational Sciences (NCATS).
D1 ag = agonists of human D1 dopamine receptor; P21728; HEK293 T-REx D1 cells, calcium flux, agonist mode; activation, % at 2 µM; hit rate 1% among 360,000; AID 504660; also: 0% is about no effect
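Agonism was scored from calcium flux recorded over 180 s (1 read/s) after pintool compound addition, following a 10-cycle baseline. Cells were inducible force-coupled HEK293 TREx D1, plated overnight at 30 C and loaded with no-wash calcium dye.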
D2 ag = agonists of human D2 dopamine receptor; activation, % at 2 µM; hit rate 0.53% among 340,000; HEK293 T-REx D2 cells, calcium flux agonist mode;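 active = activation over 3 SD above normal in the single-dose calcium agonist read, cut at about 30% in these data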; also: 0% is about no effect
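Calcium-flux readout, 1 cycle/sec over 180 s following compound pin transfer, in inducible HEK293 Trex D2 cells (force-coupled); dopamine controls included. Positive calcium responses during this window marked compounds as potential agonists.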
D2 antagonist = antagonizes the human D2 dopamine receptor | HEK293 TREx D2 cells, calcium flux, dopamine EC80 | inhibition, % at 10 µM | hit rate 2% among 340,000; in the data active = inhibition above about 30%; also: 0% is about no effect
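HEK293 T-REx D2 cells, tet-induced, calcium dye no-wash. Cpd pintool add, 180 s kinetic, then EC80 DA, 180 s kinetic. Ca flux read.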
TRHR ag = TRH receptor (human) agonism | P34981 | TRHR cells, calcium flux fluo-8, FDSS agonist mode | activation, % at 2 µM | hit rate 0.18% among 360,000 | AID 493084; also: 0% is about no effect
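Fluo-8-loaded TRHR cells; 10 s baseline, compound added, kinetic Ca2+ fluorescence read 1/s, agonist mode.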
TRHR PAM = TRH receptor (human) allosteric enhancement; TRHR cells, fluo-8 calcium fluorescence, EC20 TRH enhancement; hit rate 0.66% among 360,000; P34981; enhancement, % at 2 µM; in the data active = enhancement above about 30%; also: 0% is about no effect
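TRHR-expressing cells loaded with fluo-8 calcium dye were read kinetically (ex 480/em 530) during compound addition, then stimulated with an EC20 of TRH (10 nM final). Enhancement of the Gq-mediated intracellular calcium response was scored.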
D2 potentiator = positive allosteric modulators of human D2 dopamine receptor. HEK293 T-REx D2, calcium flux, EC20 dopamine potentiation. potentiation, % at 10 µM. hit rate 0.34% among 340,000;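 active = potentiation over 3 SD above the plate norm, cut at about 30% in these data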; also: 0% is about no effect
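Cells plated with tetracycline inducer and held overnight at 30 C; calcium dye loaded 30–90 min at room temperature; baseline taken, compound added and read 180 s; EC20 dopamine then added and read 180 s.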
RXFP1 antag = blocks the human relaxin receptor RXFP1 | hit rate 0.59% among 350,000 | HEK293-RXFP1, relaxin-stimulated cAMP HTRF, 30 min; stronger effect = lower value | activity change, negative = inhibition, % at 57.5 µM | Q9HBX9;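 active = activity change of -60% or lower, but not beyond a set lower limit; inconclusive = change between -60% and -40%, or beyond the set limit; inactive = change above -40%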; also: % is scaled to controls: 0 for no effect and ±100 for the full control effect
Target sequence (Q9HBX9 whole entry, looked up): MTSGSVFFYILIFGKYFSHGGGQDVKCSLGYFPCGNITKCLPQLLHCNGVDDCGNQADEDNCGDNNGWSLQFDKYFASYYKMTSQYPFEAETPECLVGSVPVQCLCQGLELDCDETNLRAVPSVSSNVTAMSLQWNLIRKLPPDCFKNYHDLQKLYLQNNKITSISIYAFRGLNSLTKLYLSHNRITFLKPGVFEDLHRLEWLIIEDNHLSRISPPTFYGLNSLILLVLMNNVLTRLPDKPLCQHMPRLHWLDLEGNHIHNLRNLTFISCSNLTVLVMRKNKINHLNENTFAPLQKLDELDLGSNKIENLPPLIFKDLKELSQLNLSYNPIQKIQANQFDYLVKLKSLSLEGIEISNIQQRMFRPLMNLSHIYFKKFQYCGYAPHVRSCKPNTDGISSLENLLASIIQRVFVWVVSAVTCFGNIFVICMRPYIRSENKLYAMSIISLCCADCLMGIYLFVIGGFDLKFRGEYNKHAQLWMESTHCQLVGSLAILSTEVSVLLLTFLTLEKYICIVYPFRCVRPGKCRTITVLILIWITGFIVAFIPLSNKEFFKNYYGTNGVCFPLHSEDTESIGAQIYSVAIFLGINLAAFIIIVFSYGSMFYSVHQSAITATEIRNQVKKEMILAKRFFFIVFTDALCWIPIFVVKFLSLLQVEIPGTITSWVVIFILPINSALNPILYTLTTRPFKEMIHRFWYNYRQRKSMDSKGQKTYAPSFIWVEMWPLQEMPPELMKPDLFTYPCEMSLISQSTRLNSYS
D1 potentiator = potentiators of human D1 dopamine receptor | P21728 | HEK293 TREx D1 cells, calcium flux, dopamine EC20 potentiation | potentiation, % at 10 µM | hit rate 0.036% among 360,000; in the data active = potentiation above about 30%; also: 0% is about no effect
D1 antagonist = human D1 dopamine receptor antagonism | P21728 | HEK293 TREx D1 cells, calcium flux, dopamine EC80; stronger effect = lower value | activity change, negative = inhibition, % at 10 µM | hit rate 3.2% among 360,000 | AID 504652; in the data active = activity change below about -30%; also: % is scaled to controls: 0 for no effect and ±100 for the full control effect
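Allosteric or orthosteric antagonism assessed as attenuation of the calcium response to EC80 dopamine, added 180 s after compound, in induced HEK293 Trex D1 cells loaded with no-wash calcium dye.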
The depositor's hits bear a star; u = inconclusive; x = no result given. Rule as the data show it, unless noted: active = activation above about 30%; inactive = the rest.

SMILES	D2 ag	D2 potentiator	TRHR ag	D2 antagonist	D1 ag	RXFP1 antag	TRHR PAM	D1 potentiator	D1 antagonist
Fc1ccc(-c2cnn3c(-c4cccs4)ccnc23)cc1	0.8	0	2.4	7	8	0	6	-1	-25
CCOc1ccc(C(=O)NCC(=O)NNC(=O)CN(C)S(=O)(=O)c2ccc(Cl)cc2)cc1	-0.5	15	0.0	-1	1	0	7	1	13
Cc1ccc(NC(=O)CS(=O)CC(=O)N(C(C)C(=O)NC2CCCCC2)C(C)(C)C)cc1 (centres undefined)	x	x	1.9	x	2	-3	-21	-3	5
CCN1CCN(CCCNC(=O)c2ccc3c(c2)N(Cc2ccccc2)CCS3)CC1	0.4	-6	0.2	10	7	-29	-2	-2	-2
Cc1oc(-c2ccc(Cl)cc2)nc1CN1CCCC(C(=O)NCc2ccccn2)C1 (centres undefined)	0.0	3	-0.4	-14	1	-5	-3	-2	1
COc1cc2cc(CNc3ccccc3)c(=O)n(CC(=O)Nc3ccccc3)c2cc1OC	0.2	-6	4.6	x	37*	-13	-3	2	7
COC(=O)c1ccccc1NC(=O)[C@@H]1CCC(=O)N1C1OC(=O)c2c1ccc(OC)c2OC (some centres undefined)	0.1	9	0.4	-9	2	x	4	-2	2
COc1ccc(OC)c(-c2csc(NC(=O)C3=COCCO3)n2)c1	-0.4	4	-0.2	7	1	-11	7	5	5
CCCN1C(C(=O)c2ccccc2)=C(OC(=O)COc2ccc(C)cc2)c2ccccc2S1(=O)=O	0.0	1	-0.5	x	-2	0	2	0	17
O=C1CCc2cc(S(=O)(=O)N3CCN(c4ccc(F)cc4)CC3)cc3c2N1CC3	-0.8	2	0.3	10	3	-3	8	0	-3
O=C(NCc1cccnc1)Nc1cccc(NC(=O)NCc2cccnc2)c1	-0.7	8	0.5	-1	3	6	3	4	3
COc1cc(NC(=O)c2ccc(C(C)(C)C)cc2)c(OC)cc1NC(=O)CN1CCCCC1	1.9	16	1.2	0	0	-10	-3	-5	-7
CCOCc1c(C(=O)N2CCN(CC(=O)Nc3ccc(F)cc3)CC2)oc2ccccc12	0.2	-12	-1.0	72*	-1	-6	-20	-7	-34*
Cc1noc(C)c1C(=O)Nc1nnc(CC(C)C)s1	0.8	4	0.3	0	1	-7	-1	0	-11
Nc1ncnc(Oc2cccc3cccnc23)c1[N+](=O)[O-]	0.5	5	0.4	-3	0	-26	0	-6	x
CCOc1ccc(NC(=O)CCC(=O)NNC(=O)COc2ccc(C)cc2Br)cc1	-1.0	13	-0.2	3	1	-3	-2	-3	17
Nc1cccc([N+](=O)[O-])c1	0.6	-11	0.3	3	0	13	-7	-3	x
CC1Cc2cc(S(=O)(=O)N3CCC(C(=O)N4CCN(c5ccccc5F)CC4)CC3)ccc2N1C(=O)C1CC1 (centres undefined)	1.7	1	-0.5	-11	5	14	-6	-8	-24
COc1cc(/C=N/NC(=O)CCC(=O)NC2CCCCC2)ccc1C	-0.3	-5	-2.0	-13	-3	2	-21	-1	-9
CN(C)C(CNC(=O)c1ccc2ccccc2c1)c1ccco1 (centres undefined)	-0.3	-18	0.3	-9	-2	11	-3	-2	-7
COc1ccc(CN2C(=O)c3ccccc3C(/C=N/OCc3ccc(Cl)cc3)C2=O)cc1 (centres undefined)	-0.3	18	-0.1	10	8	-5	1	0	-8
O=C1C=C(c2cccc(Cl)c2)C[C@@H](c2ccc3c(c2)OCO3)C1	-0.3	11	0.1	-12	1	x	0	-2	-1
CCCN1CN(Cc2ccccc2)CNC1=S	-0.7	-4	0.2	2	4	x	-4	-7	2
Cc1ccccc1NC(=O)Cc1nc(COC(=O)COc2ccc(C(C)(C)C)cc2)cs1	0.5	10	0.8	7	7	1	1	-1	4
CCOc1cc2[nH]c(=S)n(CCN3CCC(C)CC3)c(=O)c2cc1OCC	0.1	-26	0.2	-19	-1	-21	4	-8	18
COc1ccc2c(c1)c1c(c(=O)n(-c3ccccc3C)c(=O)n1CC(=O)NCc1ccc(C)cc1)n2C	0.9	-4	0.8	x	-1	x	-5	-1	-4
O=C1NC(c2cccs2)Nc2ccccc21 (centres undefined)	-2.4	7	0.6	1	2	-5	7	2	10
Cc1ccsc1/C=C(\C#N)C(=O)Nc1c(C)n(C)n(-c2ccccc2)c1=O	-1.1	2	-0.7	-16	5	x	-4	8	-5
CC(C)(C)C(=O)N1CCN(S(=O)(=O)c2ccc3c(c2)OCCCO3)CC1	0.5	-6	0.1	-1	7	-6	-4	-7	-16
C[C@H](NC(=O)C1CCN(S(=O)(=O)c2ccccc2)CC1)C(=O)NCc1cccc(Cl)c1	-1.4	-4	0.1	-6	3	-10	-3	2	18
COc1ccc2nc(-c3ccc(Cl)cc3)cc(C(=O)O)c2c1	-0.8	2	0.3	7	2	2	1	2	-11
CC1CN(C(=S)SCC(=O)c2ccccc2)CC(C)O1 (centres undefined)	-0.8	9	-0.2	4	6	-8	-5	-11	-4
N#Cc1ccc(-c2ccc(OCC(=O)NCC(=O)Nc3ccc(F)c(F)c3F)cc2)cc1	0.6	-9	0.9	-20	8	15	0	-2	-13
CC(C)(C)C(=O)Nc1cc(S(=O)(=O)Nc2ccc(Cl)cc2)ccc1O	-1.3	-11	-0.7	-7	0	-8	1	3	-23
CC(=O)Nc1sc2c(c1C#N)CCN(Cc1ccccc1)C2	13	-1	1.7	-35	6	2	8	0	-26
Cc1ccc2nc(SC(C)C(=O)NCc3ccco3)[nH]c2c1 (centres undefined)	-1.7	19	0.2	-23	0	1	17	13	9
O=c1cc(Cl)c(-c2ccccc2)nn1Cc1ccc(Cl)cc1	-1.4	5	-0.6	-1	3	u	-6	-5	-10
CC1=Nc2ccccc2/C1=C\c1nc(-c2ccc(C(F)(F)F)cc2)oc1O	14	-6	25	7	79*	-2	-8	-12	19
CS(=O)(=O)N1CCC(C(=O)Nc2cccc(Br)c2)CC1	0.0	-3	-0.4	1	2	9	-2	-5	-4
CCN1CCC(N2CCN(c3ccc(Cl)cc3)CC2)CC1	x	x	3.9	x	6	2	-10	-5	-6
CCc1ccc(-n2nc3cc(C)c(N)cc3n2)cc1	0.2	3	0.1	6	3	-4	-7	-6	19
Cc1c(F)cccc1NC(=O)CSCC(=O)Nc1ccccc1	x	x	0.0	x	1	3	-1	7	-3
COc1cccc(C(=O)NCCS(=O)(=O)NCc2ccco2)c1	x	x	-0.1	x	0	19	17	-3	-14
Fc1ccc(/C=N/Nc2nn[nH]n2)cc1	0.0	-5	1.4	13	1	-2	-6	-3	-2
Cc1ccc(N(CC(=O)NC2CCCC2)C(=O)CCC(=O)Nc2ccccn2)cc1	0.2	-4	0.2	-12	2	3	4	-8	-13
CCOC(=O)C1=NNC(C(=O)c2ccccc2)C1c1ccc(Cl)cc1 (centres undefined)	-0.3	1	0.1	0	1	-13	-6	-1	3
COc1ccc(C2C3=C(CCCC3=O)Nc3c(-c4ccccc4)c(C)nn32)cc1 (centres undefined)	-0.2	4	0.7	11	1	-5	-5	-1	5
Cn1cc(C(=O)N2CCCC(Nc3ccc(F)cc3)C2)c2ccccc21 (centres undefined)	1.8	4	-1.2	4	3	6	-5	3	0
O=C(NCc1cccnc1)c1cn(CCc2ccccc2)nn1	0.5	-2	0.2	0	0	-5	-1	-6	-10
O=C(Nc1ccc(N2CCCCC2)cc1)c1ccc(F)cc1F	-0.2	-5	-0.7	7	0	3	-1	7	-4
Cc1cccc(N2CCN(CCCNC(=O)c3ccc(NC(=O)C4=CSCCO4)cc3)CC2C)c1 (centres undefined)	16	-28	0.3	36*	18	-1	-6	-16	-40*
CCOC(=O)/C(=N/Nc1ccc(OC)cc1)N1CCCc2ccccc21	-2.1	-22	-0.9	-15	0	-13	-3	-3	-42*
O=C(Cn1cc(C(=S)N2CCOCC2)c2ccccc21)N1CCOCC1	0.2	9	0.4	5	1	-4	3	-1	-1
O=C1CSC(c2cccnc2)N1C1CCCCC1 (centres undefined)	-0.3	18	0.4	-9	2	-6	4	-4	-8
O=c1c2cc3c(nc2ncn1Cc1ccc(Cl)cc1)CCCC3	-0.6	14	0.1	x	2	-19	-7	0	6
CCCc1ccc(-c2ccc(F)c(N)c2)nc1	0.3	-1	0.3	-5	2	2	0	-12	0
CC(C)Oc1ccc(Cn2c(=O)oc3ccccc32)cc1	-1.0	-1	0.0	13	3	6	-3	3	-2
O=C(COC(=O)c1ccc(S(=O)(=O)Nc2ccccc2)cc1)NCC1CCCO1 (centres undefined)	1.5	-5	-0.2	-12	6	3	-5	-2	-8
CCOC(=O)c1c(NC(=O)CSc2n[nH]c(CNc3ccccc3)n2)sc(C)c1C	x	x	-0.6	x	-1	u	-1	6	27
Cc1ccc(C)c(N2CCN(CCCNC(=O)Cn3cc4c(n3)CCCCC4)CC2)c1	1.6	-21	3.2	65*	33*	-37	-11	-5	-12

Full records as entered above. Values in the order: D2 ag	D2 potentiator	TRHR ag	D2 antagonist	D1 ag	RXFP1 antag	TRHR PAM	D1 potentiator	D1 antagonist
O=C(Cn1cc(C(=S)N2CCOCC2)c2ccccc21)N1CCOCC1 in the list: 0.2	9	0.4	5	1	-4	3	-1	-1
Cn1cc(C(=O)N2CCCC(Nc3ccc(F)cc3)C2)c2ccccc21 (centres undefined) in the list: 1.8	4	-1.2	4	3	6	-5	3	0
CC1=Nc2ccccc2/C1=C\c1nc(-c2ccc(C(F)(F)F)cc2)oc1O in the list: 14	-6	25	7	79*	-2	-8	-12	19
Cc1ccc(C)c(N2CCN(CCCNC(=O)Cn3cc4c(n3)CCCCC4)CC2)c1 in the list: 1.6	-21	3.2	65*	33*	-37	-11	-5	-12
CC(C)(C)C(=O)Nc1cc(S(=O)(=O)Nc2ccc(Cl)cc2)ccc1O in the list: -1.3	-11	-0.7	-7	0	-8	1	3	-23

Other compounds.
SMILES	D2 ag	D2 potentiator	TRHR ag	D2 antagonist	D1 ag	RXFP1 antag	TRHR PAM	D1 potentiator	D1 antagonist
COc1ccc(-c2cc3ccc(OCc4nn[nH]n4)cc3oc2=O)cc1	-0.5	-16	0.5	17	-2	12	-1	-4	-3
COc1ccc2cc(CN(CC3CCCO3)S(=O)(=O)c3ccc(C(C)=O)cc3)c(=O)[nH]c2c1 (centres undefined)	0.4	-2	0.9	11	1	-22	2	-1	-3
COC(=O)c1ccccc1OCCOCCOc1cccc2cccnc12	0.3	7	0.5	-5	9	9	0	-4	0
COc1ccc2c(c1)c1c(c(=O)n(-c3ccccc3C)c(=O)n1CC(N)=O)n2C	0.3	-3	0.0	x	-1	x	-1	-1	10

The order is random; any-hit rate near 7.1%.
